Screens deposited in PubChem BioAssay by The Scripps Research Institute Molecular Screening Center.
GPR151 ag: activators of human GPR151; Q8TDV0; PathHunter beta-arrestin GPR151 cells, luminescence; activation, % at 11.2 µM; actives 1% (n = 650,000); AID 1508602; in the data active means activation above about 4.9%;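 further: 0% = median of compound wells and 100% = cells with positive control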
FBW7 activator: human FBW7 E3 ligase activation, primary screen. Q969H0. AlphaScreen FBW7–phospho-cyclin E peptide binding, activator screen. normalized activity (activation), % at 26.1 µM. actives 0.13% (n = 650,000). AID 1259310; in the data active means normalized activity above about 1.9%;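 further: purified mutant Fbw7 with reduced substrate affinity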
Target sequence (Q969H0 whole entry, looked up): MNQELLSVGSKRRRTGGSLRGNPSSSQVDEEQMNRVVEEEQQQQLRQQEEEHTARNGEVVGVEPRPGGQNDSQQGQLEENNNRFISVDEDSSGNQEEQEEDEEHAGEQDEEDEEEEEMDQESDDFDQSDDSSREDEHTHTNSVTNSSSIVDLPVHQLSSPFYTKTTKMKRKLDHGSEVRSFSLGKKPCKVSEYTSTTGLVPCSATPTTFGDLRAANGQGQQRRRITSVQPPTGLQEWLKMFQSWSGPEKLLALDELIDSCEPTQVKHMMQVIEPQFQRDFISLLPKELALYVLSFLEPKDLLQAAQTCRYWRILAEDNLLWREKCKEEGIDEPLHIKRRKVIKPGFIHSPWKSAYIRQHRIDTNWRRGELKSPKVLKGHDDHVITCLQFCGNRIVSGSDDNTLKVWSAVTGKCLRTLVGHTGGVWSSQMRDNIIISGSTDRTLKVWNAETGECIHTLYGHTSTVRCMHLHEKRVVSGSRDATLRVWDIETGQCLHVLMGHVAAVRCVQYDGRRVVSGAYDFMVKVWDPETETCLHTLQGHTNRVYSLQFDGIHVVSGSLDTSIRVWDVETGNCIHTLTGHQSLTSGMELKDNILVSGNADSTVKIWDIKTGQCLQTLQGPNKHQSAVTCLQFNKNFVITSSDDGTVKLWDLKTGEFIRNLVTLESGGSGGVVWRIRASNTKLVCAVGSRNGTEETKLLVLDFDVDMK
TEAD-YAP block: TEAD-YAP interaction inhibition | HEK-TIYL cells, TEAD-Gal4/YAP UAS-luciferase luminescence | inhibition, % at 9.12 µM | actives 1.4% (n = 640,000) | AID 1259422; in the data active means inhibition above about 32%;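 further: 0% = median of test compound wells and 100% = reference inhibitor wells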
MITF primary: blocks human microphthalmia-associated transcription factor. O75030. AlphaScreen MITF homodimerization, bead proximity signal. inhibition, % at 2.6 µM. actives 0.91% (n = 650,000). AID 1259374; in the data active means inhibition above about 50%;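 further: 0% = vehicle wells with protein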
* = called active by the depositor; . = not tested or not shown; & = joins results of further samples.

(1) O=C(NCc1ccccn1)c1ccc(Cl)s1
(2) Cc1n[nH]c(C)c1Sc1ccccc1N=Cc1cc([N+](=O)[O-])cc([N+](=O)[O-])c1O
(3) CCN1C(=O)/C(=C\c2ccc3sc(C)nc3c2)SC1=S
(4) Cc1cc(=O)n(CCCO)c(O)c1C#N
(5) CCc1ccc(-c2ccc(C(=O)Oc3ccc(C(=O)OC)cc3)cc2)nc1
(6) O=C(Nc1nnc(-c2ccc(Cl)cc2Cl)s1)c1ccco1

compound no.	1	2	3	4	5	6
GPR151 ag	1.4	1.0&-0.1	1.0	-1.5	0.3	3.1
FBW7 activator	-0.1	-0.1&0.3	-0.1	-0.1	-0.1	-0.1
TEAD-YAP block	12	5&-4	-1	-1	0	-13
MITF primary	2	14&15	8	-6	-1	11

(7) CCN1C(=O)NC2(CCN(S(=O)(=O)c3cc(C)ccc3OC)CC2)C1=O
(8) C=CC[n+]1ccccc1/C=N/O
(9) Cc1nnc(NC(=O)CSc2ccc3nnc(-c4ccncc4)n3n2)s1
(10) CCc1nccn1CCC(=O)N1CCOc2ccc(CN3CCc4ccccc4C3)cc2C1
(11) CC(NC(=O)c1cccc(F)c1)c1ccc2c(c1)OCCO2 (configuration not stated)
(12) CC(=O)c1ccc(NC(=O)c2nc(-c3ccncc3)no2)cc1

compound no.	7	8	9	10	11	12
GPR151 ag	-1.4	3.1	-0.9	-0.4	1.2	1.6
FBW7 activator	0.1	0.1	-0.6	0.1	-0.1	-0.2
TEAD-YAP block	-3	12	6	-5	9	1
MITF primary	19	-2	5	20	-10	-6

(13) CCc1cc(Br)ccc1N1C(=O)C=CC1=O
(14) O=C(CCCN1C(=O)c2cccc3cccc(c23)C1=O)Nc1ccc2c(c1)OCO2
(15) COc1ccc(CCNC(=O)CSc2nc3ccccc3c(=O)n2C2CC2)cc1OC
(16) O=C(CC1(O)C(=O)N(Cc2ccccc2Cl)c2ccccc21)c1cccs1 (configuration not stated)
(17) N#CC1=C2SCN(c3ccc(F)cc3)CN2C(=O)CC1c1cccs1 (configuration not stated)
(18) Cc1cc(C(=O)CC2=C(O)CC(C)(C)CC2=O)c(C)n1Cc1cccs1

compound no.	13	14	15	16	17	18
GPR151 ag	-0.4	1.5	-1.3	1.2	-0.1	-1.2
FBW7 activator	0.0	0.2	-0.1	0.1	-0.3	-0.2
TEAD-YAP block	19	5	11	7	-11	-11
MITF primary	9	-6	-4	-5	-2	4

Rewritten with two lines to a compound: entries from further up
The line under a structure holds: GPR151 ag | FBW7 activator | TEAD-YAP block | MITF primary
6: O=C(Nc1nnc(-c2ccc(Cl)cc2Cl)s1)c1ccco1
    3.1 | -0.1 | -13 | 11
7: CCN1C(=O)NC2(CCN(S(=O)(=O)c3cc(C)ccc3OC)CC2)C1=O
    -1.4 | 0.1 | -3 | 19
8: C=CC[n+]1ccccc1/C=N/O
    3.1 | 0.1 | 12 | -2
9: Cc1nnc(NC(=O)CSc2ccc3nnc(-c4ccncc4)n3n2)s1
    -0.9 | -0.6 | 6 | 5
10: CCc1nccn1CCC(=O)N1CCOc2ccc(CN3CCc4ccccc4C3)cc2C1
    -0.4 | 0.1 | -5 | 20
11: CC(NC(=O)c1cccc(F)c1)c1ccc2c(c1)OCCO2 (configuration not stated)
    1.2 | -0.1 | 9 | -10
12: CC(=O)c1ccc(NC(=O)c2nc(-c3ccncc3)no2)cc1
    1.6 | -0.2 | 1 | -6
13: CCc1cc(Br)ccc1N1C(=O)C=CC1=O
    -0.4 | 0.0 | 19 | 9
14: O=C(CCCN1C(=O)c2cccc3cccc(c23)C1=O)Nc1ccc2c(c1)OCO2
    1.5 | 0.2 | 5 | -6
15: COc1ccc(CCNC(=O)CSc2nc3ccccc3c(=O)n2C2CC2)cc1OC
    -1.3 | -0.1 | 11 | -4
16: O=C(CC1(O)C(=O)N(Cc2ccccc2Cl)c2ccccc21)c1cccs1 (configuration not stated)
    1.2 | 0.1 | 7 | -5
17: N#CC1=C2SCN(c3ccc(F)cc3)CN2C(=O)CC1c1cccs1 (configuration not stated)
    -0.1 | -0.3 | -11 | -2
18: Cc1cc(C(=O)CC2=C(O)CC(C)(C)CC2=O)c(C)n1Cc1cccs1
    -1.2 | -0.2 | -11 | 4

(further entries)
(19) C=CCNC(=O)c1cc(CC(C)C)on1
(20) Cc1nn(C(=O)c2ccc(Cl)cc2)c(C)c1Sc1ccccc1[N+](=O)[O-]
(21) O=C(NCCc1ccccc1)C(=O)Nc1cccc(C(F)(F)F)c1
(22) O=C(NCCCOc1cccc2cccnc12)C1CCC1
(23) COc1ccc(NC(=O)CC2C(=O)N(c3cccc(C(F)(F)F)c3)C(=S)N2CCc2ccc(Cl)cc2)cc1 (configuration not stated)
(24) COC(=O)c1cc(S(=O)(=O)NCc2ccccc2OC)c[nH]1

compound no.	19	20	21	22	23	24
GPR151 ag	-0.7	-1.1	-0.5	1.8	0.6	1.1
FBW7 activator	0.1	0.0	0.1	0.1	1.1	0.5
TEAD-YAP block	-28	-4	-2	-1	-9	15
MITF primary	-8	16	3	14	24	75*

(25) Cc1ccc(NC(=O)c2c(C)nn(-c3ccccc3)c2Cl)cc1
(26) CCCN(C(=O)CCS(=O)(=O)c1ccc(OC)cc1)c1ccc(C(C)C)cc1
(27) COC(CNCc1ccc(SC)cc1)OC
(28) Cc1cc(=O)oc2c(C)c(OC(C)C(=O)O)ccc12 (configuration not stated)
(29) COc1cc(NC(=O)c2ccccc2F)c(OC)cc1Cl
(30) CCCCOc1ccc(OC(=O)c2sc3ncn(CC)c(=O)c3c2C)cc1

compound no.	25	26	27	28	29	30
GPR151 ag	3.7	-0.9	2.9	0.6	0.1	-0.3
FBW7 activator	0.2	0.0	0.0	-0.1	0.3	0.0
TEAD-YAP block	-47	-1	6	9	-5	3
MITF primary	0	28	40	1	12	2

(31) CN1CCN(c2nc3c(c(=O)n(C)c(=O)n3C)n2CC(=O)c2ccc(Br)cc2)CC1
(32) CCS(=O)(=O)N1CCN(C(=O)c2cccc(OC)c2OC)CC1
(33) CC1CN(CCC(=O)N2CCC(C(O)c3ccccn3)CC2)Cc2ccccc2O1 (configuration not stated)
(34) Nn1cnnc1N/N=C/c1cc(Cl)ccc1O
(35) COc1ccc(NC(=O)CN2CCC(c3nc4ccc(Cl)cc4[nH]3)CC2)c(OC)c1
(36) COc1ccc(CNc2ccnc3c(-c4ccc5c(c4)OCO5)cnn23)cc1

compound no.	31	32	33	34	35	36
GPR151 ag	-0.7	-0.4	-1.2	-0.8	0.1	2.2
FBW7 activator	0.1	-0.1	-0.1	-0.9	-0.1	0.1
TEAD-YAP block	7	5	-16	18	-1	-7
MITF primary	11	-9	1	23	5	-8

(37) Cc1cc(NCCCN2CCCC2=O)n2nc(C)c(-c3cccs3)c2n1
(38) CCOC(=O)c1cccc(NC(=O)COc2cc(Cl)ccc2Cl)c1
(39) CCOc1ccccc1NC(=O)C(=O)NCCc1c[nH]c2ccccc12
(40) CC(=O)c1ccc(C(=O)N2CCOc3ccc(CN4CCN(C(C)=O)CC4)cc3C2)cc1
(41) CCOC(=O)c1c(NC(=O)Cc2cccc3ccccc23)sc(C)c1C
(42) Cc1cccc(CCNc2cnn(C34CC5CC(CC(C(=O)O)(C5)C3)C4)c(=O)c2Cl)c1

compound no.	37	38	39	40	41	42
GPR151 ag	-1.6	0.7	-0.5	-0.4	-1.1	0.6
FBW7 activator	-0.1	0.1	-0.1	2.3*	-0.1	0.2
TEAD-YAP block	-46	-47	-2	5	1	3
MITF primary	2	27	11	5	11	2

(43) CC(C)N(C(=S)Nc1cccnc1)c1ccccc1
(44) CCC(C(=O)N1CCc2ccccc2C1)n1ncn2c(cc3occc32)c1=O (configuration not stated)
(45) O=C(NCCOc1ccccc1)c1cnc(Nc2ccc(N3CCOCC3)cc2)s1
(46) Cc1sc2ncn(CC(=O)Nc3cccc(Cl)c3)c(=O)c2c1C
(47) Cc1cc(NS(=O)(=O)c2ccc(NC(=S)NC(=O)c3cccnc3)cc2)no1
(48) CC1=C(C(N)=O)C(c2ccc(OCc3ccc(F)cc3)cc2)NC(=S)N1 (configuration not stated)

compound no.	43	44	45	46	47	48
GPR151 ag	0.6	1.2	-1.5	-0.6	0.1	-0.9
FBW7 activator	0.0	0.1	0.4	0.2	-0.4	-0.1
TEAD-YAP block	4	1	-10	-43	-13	-9
MITF primary	10	18	13	0	8	-14

(49) O=C(O)CSc1nccc2ccccc12
(50) COC1COC(=O)[C@H](C)NC(=O)C/C=C/[C@@H](C)[C@H](OC)COC(=O)C/C=C/[C@@H]1C (some centres not stated)
(51) CCCn1ncc(C)c1NC(=O)Cn1c(=O)n(C(C)C)c2ncccc21
(52) CCN1CCCC1CNC(=O)CCCNC(=O)Cn1cnc2sc3c(c2c1=O)CCCC3 (configuration not stated)

compound no.	49	50	51	52
GPR151 ag	0.3	-0.2	-0.9	-0.5
FBW7 activator	0.0	0.1	-0.1	0.1
TEAD-YAP block	-4	.	-3	5
MITF primary	6	3	8	-6
